GPR55 LPI antagonism: GPR55 antagonists blocking LPI-driven arrestin recruitment, primary screen, imaging, U2OS, beta-arrestin-GFP, LPI agonist (AID 2013); U2OS GPR55 beta-arrestin-GFP translocation imaging, LPI antagonism; higher % means a stronger effect; inhibition, % at 10 µM, or IC50 in µM where a hit was titrated; 0.13% of 290,000 active;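 active = spots per cell inhibited over 60%, with over 100 cells counted and total cytoplasm intensity under 500,000; inconclusive = wells with under 100 cells, flagged as likely toxic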;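 note: U2OS cells stably carrying GPR55 and arrestin-GFP stimulated by 5 µM LPI near EC80; imaged beta-arrestin-GFP aggregate spots per cell after agonist stimulation; plate controls were LPI-stimulated DMSO wells for no effect and DMSO wells without LPI for full effect; some results filed as inactive read as strong as hits; confirmed hits need IC50 under 10 µM and bright autofluorescent wells are also inconclusive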
RSV antiviral HEp-2: inhibition of RSV-induced cytopathic effect – HEp-2 cells, primary 10 µM value included (AID 2391). HEp-2 cells, RSV-induced CPE inhibition; higher % means a stronger effect. CPE inhibition, % at 10 µM, or IC50 in µM where a hit was titrated. 0.13% of 310,000 active; in the data active = a potency from the dose series; inconclusive = CPE inhibition mostly from about 23% at the one dose, without a potency; inactive = the rest, 99 in 100 with CPE inhibition below about 21%; note: strong numbers were not always called active
PhoP inhibition: PhoP-dependent GFP reporter repression – Salmonella Typhimurium, primary screen (AID 1863); inhibition, % at 50 µM; hits with a dose series show IC50 in µM; 0.16% of 300,000 active; S. Typhimurium PhoP-regulated promoter GFP reporter, 4 h; higher % means a stronger effect;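 active = inhibition over 29.93%, a cutoff 3 SD above the screen mean, later confirmed by dose response; inconclusive = inhibition over 29.93% but no dose response follow-up; inactive = inhibition at most 29.93% or unconfirmed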;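 note: 0% = low Mg2+ inducing control and 100% = high Mg2+ repressing control; strong numbers were not always called active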
Rac1 GTP hydrolysis: MgcRacGAP GTPase-activating activity inhibitors, confirmation, biochemical, ADP Hunter fluorescence; MgcRacGAP-stimulated Rac1 GTP hydrolysis, ADP Hunter fluorescence; higher % means a stronger effect; GST-tagged Rac1 F28L mutant substrate; 0.6% of 340,000 active; AID 624330; inhibition, % at 30 µM, or IC50 in µM where a hit was titrated;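 active = first-screen hits whose inhibition reached a set limit at any dose in the follow-up dose series; inconclusive = inhibition above the set first-screen limit but never retested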;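 note: fluorescence reports GDP produced by GAP-driven GTP hydrolysis; strong numbers were not always called active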
SV40 large T antigen: TAg ATPase/helicase activity blockers – biochemical (AID 1903). 0.39% of 310,000 active. SV40 large T antigen ATPase/helicase inhibition assay; higher % means a stronger effect. inhibition, % at 20 µM, or IC50 in µM where a hit was titrated; in the data active = a potency from the dose series; inconclusive = inhibition mostly from about 32% at the one dose, without a potency; inactive = the rest, 99 in 100 with inhibition below about 32%; note: strong numbers were not always called active
GPR35 arrestin U2OS: inhibition of zaprinast-stimulated GPR35 beta-arrestin translocation – imaging, U2OS, beta-arrestin-GFP, zaprinast agonist, primary screen (AID 2058); one-dose inhibition, % at 10 µM; IC50 in µM for titrated hits; 0.052% of 290,000 active; U2OS GPR35 beta-arrestin-GFP translocation imaging, zaprinast antagonism; higher % means a stronger effect;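 active = inhibition of at least 50% with at least 30 cells and total cytoplasm GFP at most 10,000,000; inconclusive = under 30 cells or total GFP of 10,000,000 plus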
UTI89 phage lysis: inhibition of K1F phage lysis, E. coli UTI89, bacterial capsule biogenesis inhibitors, alamar blue (AID 488966); 0.02% of 340,000 active; E. coli UTI89 K1F phage lysis, alamar blue, 2 h; higher % means a stronger effect; one-dose inhibition, % at 100 µM; IC50 in µM for titrated hits;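 active = phage lysis inhibition, versus mean bacterial control, above a set limit; inconclusive = no clear call, values can overlap the other calls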;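 note: capsule biogenesis inhibitors block K1F phage lysis so surviving cells raise fluorescence; higher fluorescence means more inhibition of phage lysis; actives were called in the ten point dose series up to 300 µM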
Dengue-2 NS5 capping: flavivirus cap methylation enzyme inhibition – biochemical, confirmation dose response, primary screen (AID 588689); Dengue-2 NS5 methyltransferase capping enzyme assay, biochemical; higher % means a stronger effect; inhibition, % at 25 µM; hits with a dose series show IC50 in µM; 0.3% of 340,000 active; in the data active = a potency from the dose series; inconclusive = inhibition above about 29% without an active follow-up result
HIV fusion peptide: inhibitors of HIV fusion peptide binding, primary screen, biochemical, uHTS, fluorescence dequenching (AID 1986). cell-free peptide binding, fluorescence dequenching, 30 min; higher % means a stronger effect. 0.3% of 290,000 active. inhibition, % at 20 µM; hits with a dose series show IC50 in µM; in the data active = inhibition mostly above about 52%, no sharp cut-off; inactive = mostly below about 76%; note: some results filed as inactive read as strong as hits
Active calls of the source: *; ? = inconclusive; . = not tested or not shown; & = joins results of further samples; [ ] = another dose, or the depositor's remark.

cpd	SMILES	GPR55 LPI antagonism	RSV antiviral HEp-2	PhoP inhibition	Rac1 GTP hydrolysis	SV40 large T antigen
1	OCCC1CN(Cc2cnc(-c3cccc4ccccc34)nc2)CCN1C1CCCCC1 (centres undefined)	5%	-2.7%	-2%	14%	4%
2	COc1ccc(S(=O)(=O)NCC2CCCO2)cc1NC(=O)c1ccc(Cl)cc1 (centres undefined)	.	2.4%	5%	7%	7%
3	CN(C)CCCN(C(=O)c1ccc2ccccc2c1)c1nc2cc3c(cc2s1)OCO3	6%	0.5%	-1%	11%	4%
4	C/C(=N/NC(=O)c1ccccn1)c1ccc(O)cc1	-7%	-1.9%	-9%	20%	?
5	CCOC(=O)[C@@H]1[C@H]2COc3ccccc3[C@H]2N2C(=O)N(c3ccc(Cl)cc3)C(=O)[C@]12C	5%	1.7%	0%	4%	0%
6	CC1CCCN(c2nc(N(C)c3ccccc3)nc(N)c2[N+](=O)[O-])C1 (centres undefined)	-1%	.	-13%	9%	11%
7	O=C(NCc1ccccc1CN1CCCC1)C1CCN(S(=O)(=O)c2ccc(F)c(F)c2)CC1	.	-1.6%	.	4%	.
8	COc1ccc(CNC(=O)C2CCCN(S(=O)(=O)c3ccc4c(c3)C(C)(C)C(=O)N4C)C2)cc1 (centres undefined)	14%	0.8%	.	1%	.

cpd	GPR35 arrestin U2OS	UTI89 phage lysis	Dengue-2 NS5 capping	HIV fusion peptide
1	15%	0.0%[50 µM]	1%	-0.3%
2	.	0.1%[50 µM]	-1%	.
3	-10%	0.3%	2%	-0.6%
4	-10%	0.1%	-5%	-1.3%
5	-17%	1.0%	-3%	-0.1%
6	9%	-0.7%	-2%	-1.8%
7	.	0.6%[50 µM]	3%	.
8	-7%	0.2%	1%	1.5%

Remaining list, next part.
cpd	SMILES	GPR55 LPI antagonism	RSV antiviral HEp-2	PhoP inhibition	Rac1 GTP hydrolysis	SV40 large T antigen
9	N#C/C(=C(/O)CCl)c1nc(-c2ccccc2)cs1	-1%	5.9%	-3%	10%	20%
10	CC(C)(C)OC(=O)N1CCCC1C(=O)NC(Cc1ccccc1)C(=O)O (centres undefined)	?	0.2%	-5%	7%	10%
11	c1ccc2c(c1)CCCC2C1=NCCN1 (centres undefined)	11%	-0.4%	6%&2%	2%	17%&4%
12	COCCSc1nc2c(c(=O)[nH]c(=O)n2C)n1CCC(C)C	1%	1.0%	-5%	-1%	-2%
13	C#CCn1c(=NC(=O)CSCC(=O)N2CCOCC2)sc2ccccc21	-6%	1.4%	-9%	2%	2%&10%
14	CCOc1ccc(NC(=O)Nc2ccc(Br)cn2)cc1	11%	3.1%	-11%	3%	11%
15	O=C(N/N=C/c1ccccc1Cl)c1n[nH]c2c1CCCC2	-2%	-0.1%	1%	-4%	21%
16	COCCN1C(=O)N[C@@H](c2ccc(Br)cc2)C(C(C)=O)=C1C	10%	.	4%	.	23%

cpd	GPR35 arrestin U2OS	UTI89 phage lysis	Dengue-2 NS5 capping	HIV fusion peptide
9	1%	-1.6%[50 µM]	0%	7.1%
10	1%	0.2%	-10%	0.6%
11	17%	4.9%	-2%	0.6%
12	-7%	-1.4%	0%	-1.5%
13	-11%	0.9%	.	2.4%
14	-17%	0.0%	3%	0.7%
15	-5%	0.1%	-14%	-0.3%
16	6%	.	.	-0.4%

(list continues)
cpd	SMILES	GPR55 LPI antagonism	RSV antiviral HEp-2	PhoP inhibition	Rac1 GTP hydrolysis	SV40 large T antigen
17	O=C(N/N=C/c1cccc([N+](=O)[O-])c1)c1cc(-c2ccc3c4c(cccc24)CC3)n[nH]1	-5%	-0.4%	-9%	6%	-1%
18	CC(=O)N(C)c1ccc(N=Cc2c(O)ccc3ccccc23)cc1	-3%	1.4%	10%	9%	20%
19	COc1cc2c(cc1OC)CN(c1nc(CN3CCOCC3)nc3sc4c(c13)CCC(C)C4)CC2 (centres undefined)	13%	11%	17%	5%	8%
20	O=C1OC(N2CCN(C/C=C/c3ccccc3)CC2)c2ccccc21 (centres undefined)	4%	-0.3%	4%	5%	8%
21	Cc1ccc(NC(=O)C2CSC3(C)CCC(=O)N23)cc1S(=O)(=O)N1CCCCCC1 (centres undefined)	.	1.5%	.	1%	.
22	Cn1cnnc1SC1c2cccc3cccc(c23)C1NS(=O)(=O)c1ccc(Cl)cc1 (centres undefined)	-14%	2.4%	-14%	11%	22%
23	Cc1sc(NC(=O)c2sc3nc4c(C)cccc4cc3c2N)c(C#N)c1C	14%	4.7%	-19%	12%	5%
24	COc1ccc(/C=C/c2nc3ccccc3n2C)cc1	-8%	1.0%	-4%	-4%	3%

cpd	GPR35 arrestin U2OS	UTI89 phage lysis	Dengue-2 NS5 capping	HIV fusion peptide
17	-5%	0.0%	-3%	-6.3%
18	5%	0.2%	3%	-0.8%
19	12%	5.0%	-2%	-2.3%
20	4%	-0.6%	-6%	3.1%
21	.	-0.1%[50 µM]	8%	.
22	-1%	2.5%	-4%	3.4%
23	11%	0.1%	10%	54%
24	1%	0.6%	0%	-0.5%

New compounds follow
cpd	SMILES	GPR55 LPI antagonism	RSV antiviral HEp-2	PhoP inhibition	Rac1 GTP hydrolysis	SV40 large T antigen
25	O=C(CCCN1C(=O)c2ccccc2C1=O)Nc1ccccn1	1%	0.9%	-2%	4%	0%
26	Cc1ccc(NC(=O)COC(=O)CSC(=S)N2CCOCC2)cc1C	10%	3.7%	-1%	9%	25%
27	CCCN1CCN(C(=O)c2ccccc2-c2nc3ccccc3s2)CC1	13%	-1.1%	2%	4%	4%
28	COc1cc(-c2nn3c(-c4cccnc4)nnc3s2)cc(OC)c1OC	6%	0.2%	15%	1%	5%
29	CC1=C(C(=O)OCC2CCCO2)C(c2coc3ccc(C)cc3c2=O)C2=C(CCCC2=O)N1 (centres undefined)	2%	2.4%	3%	0%	12%
30	CCOc1ccc(NC(=O)COc2nsnc2N2CCCCC2)cc1	13%	-0.3%	-10%	7%	14%
31	COc1cc(CCCN2C(=O)C(=O)NC[C@H]2Cc2cccc3ccccc23)cc(OC)c1OC	.	0.8%	1%	2%	10%
32	CCOc1ccc(N=Nc2c(C)noc2C)cc1	0%	0.8%	7%	3%	9%

cpd	GPR35 arrestin U2OS	UTI89 phage lysis	Dengue-2 NS5 capping	HIV fusion peptide
25	-14%	3.8%	-6%	-0.6%
26	-13%	0.0%	-6%	-0.4%
27	-1%	4.4%	-1%	1.8%
28	5%	3.4%	-4%	1.8%
29	-21%	-0.3%	-2%	0.4%
30	10%	-1.2%	-7%	-2.7%
31	.	1.1%	-2%	.
32	1%	0.3%	1%	0.3%

Arranged by SMILES length (rising): seven of the compounds above.
cpd	SMILES	GPR55 LPI antagonism	RSV antiviral HEp-2	PhoP inhibition	Rac1 GTP hydrolysis	SV40 large T antigen
12	COCCSc1nc2c(c(=O)[nH]c(=O)n2C)n1CCC(C)C	1%	1.0%	-5%	-1%	-2%
18	CC(=O)N(C)c1ccc(N=Cc2c(O)ccc3ccccc23)cc1	-3%	1.4%	10%	9%	20%
20	O=C1OC(N2CCN(C/C=C/c3ccccc3)CC2)c2ccccc21 (centres undefined)	4%	-0.3%	4%	5%	8%
13	C#CCn1c(=NC(=O)CSCC(=O)N2CCOCC2)sc2ccccc21	-6%	1.4%	-9%	2%	2%&10%
23	Cc1sc(NC(=O)c2sc3nc4c(C)cccc4cc3c2N)c(C#N)c1C	14%	4.7%	-19%	12%	5%
6	CC1CCCN(c2nc(N(C)c3ccccc3)nc(N)c2[N+](=O)[O-])C1 (centres undefined)	-1%	.	-13%	9%	11%
31	COc1cc(CCCN2C(=O)C(=O)NC[C@H]2Cc2cccc3ccccc23)cc(OC)c1OC	.	0.8%	1%	2%	10%

cpd	GPR35 arrestin U2OS	UTI89 phage lysis	Dengue-2 NS5 capping	HIV fusion peptide
12	-7%	-1.4%	0%	-1.5%
18	5%	0.2%	3%	-0.8%
20	4%	-0.6%	-6%	3.1%
13	-11%	0.9%	.	2.4%
23	11%	0.1%	10%	54%
6	9%	-0.7%	-2%	-1.8%
31	.	1.1%	-2%	.

Remaining list, next part:
cpd	SMILES	GPR55 LPI antagonism	RSV antiviral HEp-2	PhoP inhibition	Rac1 GTP hydrolysis	SV40 large T antigen
33	Cc1ccc(C(=O)CSc2nnc(-c3ccco3)n2C)cc1	5%	0.7%	2%	8%	2%
34	C/[N+]([O-])=C\C1C(=O)CCCC1=O	9%	1.0%	1%	5%	2%
35	Cc1cccc(N2CCN(S(=O)(=O)c3ccc4c(c3)CCC(=O)N4)CC2C)c1 (centres undefined)	12%	0.5%	-4%	10%	8%
36	COc1ccc(-c2ncc(CN3CCN(CCC(C)C)C(CCO)C3)cn2)cc1 (centres undefined)	2%	0.4%	0%	4%	11%
37	C=C1C[C@H](O)[C@@H]2[C@H](OC(=O)[C@H]2C)[C@H]2[C@H](C)[C@@H](O)C[C@@H]12	.	0.5%	.	9%	.
38	COc1ccc(NC(=O)C2CCC(CNc3c(N4CCCCC4)c(=O)c3=O)CC2)cc1OC (centres undefined)	10%	2.1%	-1%	2%&-2%	1%
39	CCOc1ccc(NC(=O)C/C(N)=N/O)cc1	5%	-0.1%	-3%	3%	5%
40	CC(O)(CS(=O)(=O)Cc1ccccc1)c1ccccc1 (centres undefined)	10%	1.1%	1%	8%	7%

cpd	GPR35 arrestin U2OS	UTI89 phage lysis	Dengue-2 NS5 capping	HIV fusion peptide
33	-8%	0.4%	1%	-0.3%
34	-14%	-1.1%	-6%	-0.8%
35	-6%	-1.1%	-7%	-0.5%
36	-10%	0.6%	5%	-0.1%
37	.	-1.3%	-3%	.
38	9%	-4.4%&-0.5%	9%&-3%	-2.5%
39	4%	0.2%[50 µM]	3%	-0.2%
40	0%	0.2%	-4%	-2.1%

New compounds follow.
cpd	SMILES	GPR55 LPI antagonism	RSV antiviral HEp-2	PhoP inhibition	Rac1 GTP hydrolysis	SV40 large T antigen
41	CC(C)NC(=S)Nc1ccc(Oc2ccccc2)cc1	16%	.	18%	13%	9%
42	O=C(c1ccccc1)c1ccncc1	2%	0.0%	4%	2%	1%
43	CN(C)C(=O)c1ccc(NC(=O)c2cccc(S(=O)(=O)N3CCCCCC3)c2)cc1	.	1.7%	.	10%	.
44	CC(C)Cc1cc(C(=O)O)n[nH]1	-6%	-0.1%	5%	7%	8%

cpd	GPR35 arrestin U2OS	UTI89 phage lysis	Dengue-2 NS5 capping	HIV fusion peptide
41	8%	0.0%	-3%	-2.4%
42	6%	1.5%	-5%	1.2%
43	.	-0.7%	0%	.
44	-4%	0.8%	0%	-1.3%

Compound activity: PubChem BioAssay, several laboratories
